EWS-Fli block: blocks EWS/Fli oncoprotein-driven transcription; A673 NR0B1-luciferase reporter, viability-normalised; inhibition, % at 12.6 µM; 350,000 compounds, 0.67% hits; AID 651661;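 active means mean inhibition of at least 50% after viability correction, with every replicate also passing that limit; inconclusive means mean reaches 50% but only one of two replicates passes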;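 further: firefly luciferase signal divided by Alamar Blue viability fluorescence both relative to DMSO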
miR-122 sensor: inhibitors of miR-122 in Huh7 cells | AID 602342 | 340,000 compounds, 0.3% hits | activation (reporter increase), % at 12.5 µM | Huh7 miR-122 Renilla luciferase sensor, 48 h; neutral wells = 0, positive control = 100;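 active means mean replicate activation score at least 90 and every replicate individually at or above 90; inconclusive means only one of the two criteria met; inactive means neither criterion met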;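 further: higher luciferase means less miR-122 activity so hits act as miR-122 inhibitors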
INS-1E GSIS act: primary screen for activators of insulin secretion dependent on glucose, INS-1E cells, GLuc reporter luminescence; AID 743287; 370,000 compounds, 0.61% hits; activation, % at 16.6 µM; INS-1E GLuc reporter insulin secretion, 2-3 h;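 active means lowest replicate activation of at least 40%, so every replicate reaches that level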;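 further: 0% = median of neutral control wells and 100% = median of IBMX positive control wells; some compounds called inactive have numbers as strong as hits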
FN deposition inh: fibronectin deposition inhibition | AH1F fibroblasts, Alexa488-fibronectin deposition fluorescence, overnight | 350,000 compounds, 0.086% hits | inhibition, % at 12.6 µM;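 active means mean inhibition across replicates of 30% or more, regardless of how many single replicates reach that level; inconclusive means mean under 30% yet at least half of replicates reach 30%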;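 further: positive control wells lacked labelled fibronectin entirely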
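Assay system: AH1F fibroblast monolayer, labelled fibronectin deposition. Amount: 10000 cells per well. Also added: labelled fibronectin 24 nM. Compound: single-point pinned compound. Incubation: cell attachment 1 h, compound and FN exposure overnight. Detection: fluorescence after three HBSS washes, excitation 485 nm, emission 525 nm. Read-out: inhibition of fibronectin deposition signal.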
CFTR F508del cor: correctors of CFTR F508del function in bronchial epithelial cells. CFBE cells, YFP halide quenching; stimulated with forskolin plus potentiator P3; % fluorescence drop versus neutral controls. activity (quench increase), % at 7.58 µM. 350,000 compounds, 0.36% hits;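 active means mean added fluorescence quench of at least 8% versus neutral control, with both replicates also reaching 8%; inconclusive means only one of the mean or replicate conditions met; inactive means mean below 8% and not both replicates reaching 8%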;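 further: cells transiently co-express mutant CFTR-F508del with the halide-sensitive YFP; corrector assay measuring rescue of mutant channel to the surface after 24 h compound exposure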
DENV2 CPE rescue: DENV2-induced cell death inhibition; DENV2-infected cells, cytopathic effect rescue, plate reader; CPE inhibition, % at 9.99 µM; 350,000 compounds, 1.7% hits; AID 651640; in the data active means CPE inhibition above about 20%, passing the limit was not always enough; inconclusive means no clear call, values can overlap the other calls; tested in BHK-21 cells;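 further: 0% = median of neutral control wells and 100% = median of positive control wells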
PAX8 reporter: inhibitors of PAX8 transcriptional activity in RMG-I cells; RMG-I TPO-luciferase reporter, SteadyGlo, 24 h; inhibition, % at 12.6 µM; 360,000 compounds, 1.2% hits; AID 652154;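 active means mean replicate inhibition at least 60% with every replicate also reaching 60%; inconclusive means only one of the two criteria is met; inactive means mean below 60% and not all replicates reaching 60%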;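 further: luciferase light reporting Pax8 driven TPO promoter activity; plate controls were median of neutral control wells for no effect and mitoxantrone controls for full effect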
* marks the source's active call; other numbers are inactive results; ? = inconclusive; / = not tested or not shown; & = joins results of further samples; ! = a repeat was not active; [ ] = remark or other dose.

item	SMILES	PAX8 reporter	INS-1E GSIS act	miR-122 sensor	EWS-Fli block	CFTR F508del cor	DENV2 CPE rescue	FN deposition inh
1	C[C@H]1CN([C@@H](C)CO)S(=O)(=O)c2ccc(C3=CCCCC3)cc2O[C@@H]1CN(C)S(C)(=O)=O	/	0	12[16.7 µM]	-2	-0.7	-7	1
2	CCN(C#N)c1nc(NC(C)C)nc(NC(C)C)n1	/	/	0	1	0.3	3	/
3	O=C(O)CCN1C(=O)/C(=C\c2cccc(OCC(=O)Nc3ccc(Cl)cc3)c2)SC1=S	-7	-4	-2	-1	0.8	0	-5
4	Cc1cccc(-c2c3c(=O)n(C)c(=O)n(C)c3cn2C2CCCCC2)c1	-5	/	-9	/	/	/	2
5	Cc1ccc(NC(=O)CSCC(=O)NCCc2ccccn2)c(C)c1	3	22	/	7	1.0	5	-11
6	Cc1ccc(S(=O)(=O)Nc2ccc3c(c2)C(=O)N([C@@H](C)CO)C[C@H](C)[C@H](CN(C)C(=O)Nc2ccc(F)cc2)O3)cc1	10	-10	-7[16.7 µM]	4	-0.4	8	/
7	C[C@H](CO)N1C[C@H](C)[C@H](CN(C)C)Oc2c(NC(=O)Nc3ccc(C(F)(F)F)cc3)cccc2C1=O	19	-6	-11[16.7 µM]	-6	-1.8	13	/
8	Cc1cc(OCC(=O)OCC(=O)N(C)Cc2ccccc2C)ccc1Cl	-20	/	1	-11	-1.4	0	1
9	CCOC(=O)C1(Cc2ccc(OC)cc2)CCN(C(=O)CN2CCN(CC)CC2)CC1	-31	6	2	/	/	/	6
10	CN1CCCCN2[C@H](CO)[C@@H](c3ccc(C#Cc4ccccc4F)cc3)[C@@H]2C1	-5	1	-23[16.7 µM]	13	-7.8	-25	/
11	Cn1c(=O)c(=O)n(C)c2cc(S(=O)(=O)Nc3ccc4c(c3)OCCO4)ccc21	-18	/	-7	/	/	/	-4
12	CN(C(=O)COC(=O)c1cc(-c2ccc(Cl)s2)nc2ccccc12)C1CCS(=O)(=O)C1 (stereo not drawn)	26	10	/	-17	-0.5	-7	-13
13	O=C(O)c1cccc(S(=O)(=O)Nc2cccc(S(=O)(=O)Nc3ccc(Br)cc3)c2)c1	13	-14	12	3	-0.3	-3	-6
14	CCC(C)c1ccc(OCCN2CCCC2)cc1 (stereo not drawn)	2	/	1	/	/	/	-1
15	O=C(Cn1cc2c(n1)CCCC2)NCCc1ccccc1	-26	17	/	-8	-3.5	-1	-1
16	CC(C)CC(COCc1ccc(C(F)(F)F)cc1)N1CCN(C(=O)c2ccc(C(F)(F)F)cc2)CCC1=O (stereo not drawn)	21	-24	1	7	-2.5	5	-13
17	CN(CC(=O)Nc1ccc(F)c(F)c1F)C(=O)CCCSc1nc2ccccc2[nH]1	22	-15	/	-7	3.2	-9	3
18	O=C(Nc1ccccc1)C1=C[C@@H](c2ccc(C(F)(F)F)cc2)C[C@@H](OCCCCO)O1	7&-108	-21	4	-54&-46	-0.8&-4.3	46*!	0
19	CCC(CC)C(=O)N1CC(=O)Nc2ccc(F)cc2C1c1ccccc1 (stereo not drawn)	16	-36	-15	0	1.7	0	2
20	S=C(NCc1cccnc1)Nc1ccc(Oc2ccccc2)cc1	10	-18	/	10	0.7	?	/
21	COc1ccc(OC)c(C(C(=O)NC2CCCCC2)N(C(=O)c2snc(C(N)=O)c2N)c2ccccc2OC)c1 (stereo not drawn)	-4	-6	/	7	-0.2	-4	-2
22	O=C(O)c1cccc(Nc2c([N+](=O)[O-])c(=O)oc3ccccc23)c1	-8	-9	3	3	-1.0	3	-3
23	CCOC(=O)C1CCCN(C(=O)c2cc3ccc(OC)cc3[nH]2)C1 (stereo not drawn)	10	-10	29	-1	-3.5	-1	1
24	O=C(N=C1SC2CS(=O)(=O)CC2N1Cc1ccccc1Cl)C1CCCO1 (stereo not drawn)	-11	7	-1	/	1.7	1	2
25	CC(C)Oc1ccc(C(=O)Nc2nnc(SCC(=O)N3CCOCC3)s2)cc1	70*	-7	-3	60*	/	/	/
26	CCn1cc(/C=C/c2cc[n+](C)cc2)c2ccccc21	77*	-60	-31	-16	7.9	-1	-83
27	CCOc1ccccc1CN1CCC(CO)(CCOc2ccccc2)CC1	22	-3	/	12	/	-10	3
28	CCCN(CC(=O)Nc1ccccc1OC)C(=O)CNC(=O)c1ccc(C)s1	13	36	1	-6	-1.3	13	2
29	O=C(COc1ccc(Cl)cc1)NCC(=O)N/N=C/c1cccs1	3	3	/	-8	-1.6	/	3
30	COc1ccc(OC)c(C(c2c(C)[nH][nH]c2=O)c2c(C)[nH][nH]c2=O)c1	14	-28	-1	3	-2.0	-5	-1
31	COc1ccc(NC(=O)N(C)C[C@@H]2OCCCC[C@@H](C)Oc3ccc(NS(=O)(=O)c4ccccc4)cc3C(=O)N([C@H](C)CO)C[C@H]2C)cc1	-11	-18	-5[16.7 µM]	-1	1.3	-7	0
32	C=CCCC(=O)N1C[C@H]2CCN(C)[C@H]2C[C@H]1c1ccccc1Br	-13	-35	/	-7	-3.5	-11	-1
33	CCCCC(=O)N/N=C/c1sccc1C	-43	-13	5	-24	/	3	4
34	CO[C@@H]1CN(C)C(=O)c2ccc(NC(=O)Nc3ccccc3)cc2OC[C@@H](C)N(C(=O)Nc2c(C)noc2C)C[C@@H]1C	/	0	-1[16.7 µM]	-9	-0.4	-3	4
35	Cc1ccc(N2CC(C(=O)Nc3nnc(SCC(N)=O)s3)CC2=O)cc1C (stereo not drawn)	4	5	-2	15	6.2	6	-3
36	Cc1nc(C)c(C(=O)OCC(=O)Nc2ccccc2SCC#N)s1	4	25	/	2	-1.8	6	-10
37	O=C(CCNC(=O)c1ccc([N+](=O)[O-])cc1)Nc1nccs1	25	12	-4	-1	0.6	7	5
38	Cc1ccc(C(CC(=O)NCCCN(C)C)c2ccc(OC(C)C)cc2)cc1 (stereo not drawn)	21	-12	-5	12	0.3	8	-5
39	COc1cccc(NC(=O)N(C)C[C@H]2Oc3ncc(C#Cc4ccncc4)cc3C(=O)N([C@H](C)CO)C[C@H]2C)c1	-3	-9	-14[16.7 µM]	-16	-2.9	-3	/
40	Cc1nc([N+](=O)[O-])c(Br)n1CC(=O)c1ccc(Br)cc1	40	/	-24	/	/	/	7
41	CCCCCSc1nc2c(cnn2-c2ccc(F)cc2)c(=O)[nH]1	16	-2	14	13	0.9	1	1
42	O=C(OCC(=O)N1CCCCCC1)c1ccc(F)cc1F	/	-1	2	-4	0.6	12	-1
43	COCCNC(=O)CSc1ccccc1C(=O)NCC1CCCCC1	-10	-13	/	-14	1.0	7	-12
44	Cc1cccc(N2CC(C(=O)O)CC2=O)c1 (stereo not drawn)	1	/	-3	/	/	/	2
45	CC1(c2ccccc2)NC(=O)N(CC(=O)NNC(=O)c2ccccc2)C1=O (stereo not drawn)	-8	6	/	-7	-0.3	-4	/
46	Cc1ccc(NC(=O)C2CCCN(c3cnccn3)C2)c(C)c1 (stereo not drawn)	-7	12	0	1	-0.7	-4	-5
47	COc1ccc(-c2ccc([C@@H]3[C@H]4CN(C(=O)c5cccnc5)CC(=O)N4[C@H]3CO)cc2)cc1	15	5	/	-5	0.6	1	/
48	CC(OC(=O)CN1C(=O)NC2(CCCC2)C1=O)c1ccc(F)cc1 (stereo not drawn)	-7	-4	/	-3	-0.3	-9	2
49	O=C(NC1CCC1)[C@@H]1[C@@H](CO)[C@@H]2Cn3c(ccc(C4=CCCC4)c3=O)[C@@H]2N1C(=O)C1CCCC1	-13	2	4[16.7 µM]	-6	-0.5	-11	-7
50	Cc1ccc(OCC(=O)N2CCN(C(=O)c3ccco3)CC2)cc1	-11	-3	/	-13	-0.9	13	/
51	COc1ccccc1CN(C)C(=O)C1COc2ccccc2O1 (stereo not drawn)	8	/	12	/	/	/	9
52	Cc1ccc(NS(=O)(=O)c2ccc(NC(=O)c3ccc(Br)o3)cc2)c(C)c1	11	/	0	/	/	/	2
53	O=C1CN(C(=O)COc2ccc([N+](=O)[O-])cc2Cl)c2ccccc2N1	-20	15	8	-3	2.9	1	-8
54	O=C1[C@@H]2Cc3c([nH]c4ccccc34)CN2C(=O)CN1CCCO	-16	-9	-5	-10	0.2	11	3
55	O=C(COC(=O)c1ccc(O)cc1)Nc1ccc(S(=O)(=O)N2CCOCC2)cc1	-5	12	-2	-10	-3.4	-1	-3
56	O=C(Nc1ccc(N2CCOCC2)cc1)c1cc(-c2ccncc2)nc2ccccc12	-13	1	0	7	0.4	-1	-3
57	CC(=O)c1cccc(-c2cnc3c(NC=O)cc(-c4ccc(C(=O)N5CCOCC5)cc4)cn23)c1	18	11	-12	-11	0.9	-10	11
58	CCC(C)n1c(SC(C)C#N)nc2ccccc2c1=O (stereo not drawn)	/	34	1	-1	2.6	-2	/
59	CC(C)Cn1c(-c2cccc(S(=O)(=O)N3CCOCC3)c2)n[nH]c1=S	0	0	-7	0	2.7	10	-2
60	Cc1oc(C(C)(C)C)cc1C(=O)NC(Cc1ccccc1)C(=O)O (stereo not drawn)	-2	3	/	4	0.9	15	0

Taken from the results shown (nine entries):
item	SMILES	PAX8 reporter	INS-1E GSIS act	miR-122 sensor	EWS-Fli block	CFTR F508del cor	DENV2 CPE rescue	FN deposition inh
29	O=C(COc1ccc(Cl)cc1)NCC(=O)N/N=C/c1cccs1	3	3	/	-8	-1.6	/	3
30	COc1ccc(OC)c(C(c2c(C)[nH][nH]c2=O)c2c(C)[nH][nH]c2=O)c1	14	-28	-1	3	-2.0	-5	-1
31	COc1ccc(NC(=O)N(C)C[C@@H]2OCCCC[C@@H](C)Oc3ccc(NS(=O)(=O)c4ccccc4)cc3C(=O)N([C@H](C)CO)C[C@H]2C)cc1	-11	-18	-5[16.7 µM]	-1	1.3	-7	0
32	C=CCCC(=O)N1C[C@H]2CCN(C)[C@H]2C[C@H]1c1ccccc1Br	-13	-35	/	-7	-3.5	-11	-1
33	CCCCC(=O)N/N=C/c1sccc1C	-43	-13	5	-24	/	3	4
34	CO[C@@H]1CN(C)C(=O)c2ccc(NC(=O)Nc3ccccc3)cc2OC[C@@H](C)N(C(=O)Nc2c(C)noc2C)C[C@@H]1C	/	0	-1[16.7 µM]	-9	-0.4	-3	4
35	Cc1ccc(N2CC(C(=O)Nc3nnc(SCC(N)=O)s3)CC2=O)cc1C (stereo not drawn)	4	5	-2	15	6.2	6	-3
36	Cc1nc(C)c(C(=O)OCC(=O)Nc2ccccc2SCC#N)s1	4	25	/	2	-1.8	6	-10
37	O=C(CCNC(=O)c1ccc([N+](=O)[O-])cc1)Nc1nccs1	25	12	-4	-1	0.6	7	5

The listing continues.
item	SMILES	PAX8 reporter	INS-1E GSIS act	miR-122 sensor	EWS-Fli block	CFTR F508del cor	DENV2 CPE rescue	FN deposition inh
61	COc1cc(C(=S)N2CCOCC2)ccc1OS(=O)(=O)c1ccc(C)cc1	-1	-1	/	5	0.1	?	1
62	COc1ccccc1N1CCN(c2ccc(S(=O)(=O)N3CCN(C)CC3)cn2)CC1	/	/	/	13	0.7	-8	6
63	CN1CCN(S(=O)(=O)c2cccc(C(=O)N3CCN(c4ccccc4)CC3)c2)CC1	-10	15	-8	0	-1.8	-3	0
64	Cc1cc(-c2nnc3n2CCCCC3)c(C)n1-c1ccccc1	/	/	43	-15	-1.1	2	/
65	O=C(NC(=S)N1CCN(c2ccc(O)cc2)CC1)c1cccs1	13	5	14	6	-0.9	2	-5

Source: PubChem (Broad Institute)
